Screens: PubChem, Vanderbilt High Throughput Screening Facility
AMPAR-TARP mod = modulators of AMPA receptor GluA2-stargazin complexes | hit rate 3.5% among 40,000 | HEK293 GluA2+stargazin, membrane potential dye (FDSS), glutamate EC50; hits were called plate by plate, in both directions | O88602+P19491 | calls only at 30 µM;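 active = any of four per-well response measures lying three or more SD from its plate-wide compound average, in either direction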
Target sequence (O88602 whole entry, looked up): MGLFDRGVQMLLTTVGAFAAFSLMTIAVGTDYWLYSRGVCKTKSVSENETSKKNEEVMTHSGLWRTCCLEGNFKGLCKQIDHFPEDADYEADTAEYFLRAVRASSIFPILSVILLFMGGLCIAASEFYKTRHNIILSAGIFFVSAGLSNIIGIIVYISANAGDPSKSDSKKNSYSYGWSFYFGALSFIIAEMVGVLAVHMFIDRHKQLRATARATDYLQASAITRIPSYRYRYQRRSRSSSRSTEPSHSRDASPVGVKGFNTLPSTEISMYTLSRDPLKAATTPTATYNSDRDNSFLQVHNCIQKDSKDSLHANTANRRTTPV
Target sequence (P19491 whole entry, looked up): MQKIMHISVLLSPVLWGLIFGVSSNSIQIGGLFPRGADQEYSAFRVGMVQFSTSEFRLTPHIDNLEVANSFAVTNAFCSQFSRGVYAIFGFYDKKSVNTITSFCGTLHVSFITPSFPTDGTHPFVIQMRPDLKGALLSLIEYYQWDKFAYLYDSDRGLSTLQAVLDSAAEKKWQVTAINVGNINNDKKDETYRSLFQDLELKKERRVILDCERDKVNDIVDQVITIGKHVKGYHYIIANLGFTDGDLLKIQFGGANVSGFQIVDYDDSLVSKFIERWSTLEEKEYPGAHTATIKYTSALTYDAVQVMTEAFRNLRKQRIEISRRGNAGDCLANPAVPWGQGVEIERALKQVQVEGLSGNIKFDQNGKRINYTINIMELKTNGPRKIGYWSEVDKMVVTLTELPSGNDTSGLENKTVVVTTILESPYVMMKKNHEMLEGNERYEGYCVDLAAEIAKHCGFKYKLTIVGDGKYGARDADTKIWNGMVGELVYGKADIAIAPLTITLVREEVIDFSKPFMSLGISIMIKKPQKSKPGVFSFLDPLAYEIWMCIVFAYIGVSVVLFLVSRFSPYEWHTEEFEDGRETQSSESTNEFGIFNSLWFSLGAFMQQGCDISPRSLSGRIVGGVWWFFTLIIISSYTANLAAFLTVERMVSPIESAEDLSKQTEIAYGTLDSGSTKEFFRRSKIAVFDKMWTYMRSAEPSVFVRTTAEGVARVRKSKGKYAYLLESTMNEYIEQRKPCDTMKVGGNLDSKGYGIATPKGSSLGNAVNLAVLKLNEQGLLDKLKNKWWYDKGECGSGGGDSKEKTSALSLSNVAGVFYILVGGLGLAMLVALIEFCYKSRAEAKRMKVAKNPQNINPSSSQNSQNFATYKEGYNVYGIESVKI
AMPAR-TARP mod agonism max-min = also measured in AMPAR-TARP mod; calls as there; compound max-min signal; compound-alone response (agonism);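 unitless range of fluorescence divided by baseline over first 100 seconds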
AMPAR-TARP mod glutamate slope = recorded beside AMPAR-TARP mod, whose call it bears; glutamate slope, % of max; measured here: glutamate response slope, % max;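 scaled per plate between vehicle wells and maximal 1 mM glutamate control wells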
* marks the source's active call; other numbers are inactive results; i = inactive; + = active, no number; & = joins results of further samples.

Order of values – AMPAR-TARP mod	AMPAR-TARP mod glutamate slope	AMPAR-TARP mod agonism max-min
> O=C(CSc1nccn2nc(-c3ccccc3)cc12)Nc1ccccc1C(F)(F)F
→ i	40	0.13
> CCOC(=O)NCC1CCN(C(=O)Nc2ccc(F)cc2)CC1
→ i	45	0.046
> O=C(NCCCn1ccnc1)c1cccc(Oc2ncccn2)c1
→ i	55	0.059
> CC(C)(C)n1nc2c(c1-n1cccc1)CN(C(=O)c1cnccn1)C2
→ i	70	0.077
> CCOc1ccc(-c2cn(-c3ccccc3OC)c(=S)[nH]2)cc1
→ i	63	0.14
> COc1ccc(-c2cc(CC(=O)NCCc3ccccc3)no2)cc1
→ i	46	0.042
> Cc1csc(C(=O)Nc2cc(-c3ccco3)nn2CCO)c1
→ i	60	0.13
> O=C(Nc1ccc2c(c1)CN(S(=O)(=O)c1ccccc1)CC2)Nc1cccs1
→ i	43	0.1
> O=S(=O)(CCCOc1ccc(F)cc1)N1CCN(c2ncccn2)CC1
→ i	71	0.066
> COc1ccc(C(CNC(=O)C(=O)NCc2ccc(C)cc2)N2CCOCC2)cc1 (configuration not stated)
→ i	51	0.073

The list goes on.
Order of values – AMPAR-TARP mod	AMPAR-TARP mod glutamate slope	AMPAR-TARP mod agonism max-min
> COc1ccc(C(=O)Nc2ccc3c(c2)CCCN3C(=O)C(C)C)cc1
→ i	84	0.11
> COC1CCN(C(=O)Cn2cnc3ccccc32)CC1
→ i	51	0.11
> CCn1c(=O)c2c(nc3n(-c4cc(OC)ccc4OC)c(-c4ccccc4)cn23)n(C)c1=O
→ i	63	0.11
> COc1ccc(S(=O)(=O)NCCn2nc(-c3ccc(Cl)cc3)ccc2=O)cc1OC
→ i	54	0.052
> O=C(NCCCn1cccc1)c1c(F)cccc1F
→ +	5.7*	0.059*
> COc1cc(C(=O)N2C(=S)C(c3ccc(C)cc3)=NC2(C)C)cc(OC)c1OC
→ i	44	0.16
> CC(=O)N1CCc2c(sc(NC(=O)C3COc4ccccc4O3)c2-c2nc3ccccc3s2)C1 (configuration not stated)
→ i	29	0.052
> Clc1cccc(CSCc2nc3ccccc3[nH]2)c1
→ i	73	0.14
> Cc1cccc(NC(=O)c2ccc3nn(CC(=O)N4CCc5ccccc5C4)c(=O)n3c2)c1
→ i	47&83	0.064&0.028
> Cn1c(=O)n(CCN2CCCCC2)c(=O)c2c1nc1n2CCN1c1ccc(Oc2ccccc2)cc1
→ i	23	0.079

Filtered by structure: those above with a Cl atom
Order of values – AMPAR-TARP mod	AMPAR-TARP mod glutamate slope	AMPAR-TARP mod agonism max-min
> COc1ccc(S(=O)(=O)NCCn2nc(-c3ccc(Cl)cc3)ccc2=O)cc1OC
→ i	54	0.052
> Clc1cccc(CSCc2nc3ccccc3[nH]2)c1
→ i	73	0.14

Following part:
Order of values – AMPAR-TARP mod	AMPAR-TARP mod glutamate slope	AMPAR-TARP mod agonism max-min
> COC(=O)C1=C(C)N(C)C(=O)NC1c1ccc(O)c(O)c1 (configuration not stated)
→ i	22	0.063
> COc1ccc(N2CC(c3nnc(SCC(=O)c4ccc(Cl)cc4)o3)CC2=O)cc1Cl (configuration not stated)
→ i	56	0.079
> CCS(=O)(=O)c1ccc(CC(=O)N(Cc2ccccn2)c2nc3c(OC)ccc(C)c3s2)cc1
→ i	55	0.062
> Cc1ccccc1Oc1ccc(S(=O)(=O)N2CCN(c3ccccc3)CC2)cc1
→ i	58	0.069
> CCOCCN1N=C(c2ccc(F)cc2)Cn2c1nc1c2c(=O)n(CCOCC)c(=O)n1C
→ i	33	0.077
> COc1ccc(CNC(=O)Nc2ccc(CC(=O)N3CCOCC3)cc2)cc1OC
→ i	54	0.11
> O=C(CCN1C(=O)c2ccccc2S1(=O)=O)Nc1ccc(Cl)cc1
→ i	48	0.065
> COc1ccc(OC)c(NC(=O)Nc2c(C)nc3sccn3c2=O)c1
→ i	61	0.12
> CCC(C)NC(=O)c1cc2cccc(OC)c2oc1=O (configuration not stated)
→ i	54&94	0.12&0.05
> O=C(NCCN1CCOCC1)c1cnn2c(C(F)F)cc(-c3ccccc3)nc12
→ i	53	0.082

Next results
Order of values – AMPAR-TARP mod	AMPAR-TARP mod glutamate slope	AMPAR-TARP mod agonism max-min
> CCOc1coc(C(=O)Nc2nc3ccc(C)cc3s2)cc1=O
→ i	51	0.13
> COc1ccc(C(=O)NCCC23CC4CC(CC(C4)C2)C3)cc1
→ i	45	0.055
> CNC(=O)C(=O)NCC1OCCCN1S(=O)(=O)c1ccc(OC)c(OC)c1 (configuration not stated)
→ i	56	0.12
> COc1ccc(OC)c2sc(N3CCN(C(=O)C4=COCCO4)CC3)nc12
→ i	45	0.065
> COc1cc(C(=O)Oc2ccc3c(c2)O/C(=C\c2cccs2)C3=O)cc(OC)c1OC
→ i	49	0.079
> Cc1cnn(C)c1C(=O)Nc1nnc(-c2ccnn2C)o1
→ i	28	0.051
> CC(NC(=O)C(=O)NCC1CCN(C(=O)Nc2ccc(F)cc2)CC1)c1ccccc1 (configuration not stated)
→ i	57	0.088
> CSc1ccc(CC(=O)Nc2nc3ccc(F)cc3s2)cc1
→ i	58	0.09
> Cc1nc2ccc(NC(=O)c3ccc(S(=O)(=O)N(C)C4CCCC4)cc3)cc2s1
→ i	39	0.081
> CCOC(=O)C1CCN(S(=O)(=O)c2cc(OC)ccc2OC)CC1
→ i	57	0.023

Continued.
Order of values – AMPAR-TARP mod	AMPAR-TARP mod glutamate slope	AMPAR-TARP mod agonism max-min
> COc1ccc(NC(=O)Cn2nc(C(=O)N3CCN(C)CC3)cc2C)cc1OC
→ i	58	0.062
> COc1cccc(NC(=O)Cn2cc(OC)c(=O)cc2CSc2ccc(Cl)cc2)c1
→ i	52	0.11
> CC(=O)Oc1ccc2c(-c3cc4cc(Br)ccc4oc3=O)cc(=O)oc2c1
→ i	32	0.086
> CN(C)S(=O)(=O)N1CCN(S(=O)(=O)c2ccc3ccccc3c2)CC1
→ i	56	0.1
> CC(NC(=O)c1ccco1)c1nc2ccccc2n1CC1CCCCC1 (configuration not stated)
→ i	65	0.061
> O=C(Nc1ccc2c(c1)OCO2)N1CCC(c2nnc(-c3ccco3)o2)CC1
→ i	67	0.066
> O=C(Nc1ccc(F)c([N+](=O)[O-])c1)C1CCCN(c2ccc(-n3cccn3)nn2)C1 (configuration not stated)
→ i	65	0.12
> CCc1ccccc1-n1nnnc1SCC(=O)NC(C)C
→ i	60&109	0.069&0.045
> CCC(C)NC(=O)c1cccc([N+](=O)[O-])c1C (configuration not stated)
→ i	50&99	0.075&0.048
> CS(=O)(=O)N1CCC(CNC(=O)c2ccc(Cl)cc2)CC1
→ i	43	0.079

Retrieved one by one from the entries so far (4):
Order of values – AMPAR-TARP mod	AMPAR-TARP mod glutamate slope	AMPAR-TARP mod agonism max-min
> CC(NC(=O)c1ccco1)c1nc2ccccc2n1CC1CCCCC1 (configuration not stated)
→ i	65	0.061
> COc1cccc(NC(=O)Cn2cc(OC)c(=O)cc2CSc2ccc(Cl)cc2)c1
→ i	52	0.11
> CN(C)S(=O)(=O)N1CCN(S(=O)(=O)c2ccc3ccccc3c2)CC1
→ i	56	0.1
> CS(=O)(=O)N1CCC(CNC(=O)c2ccc(Cl)cc2)CC1
→ i	43	0.079

(continued)
Order of values – AMPAR-TARP mod	AMPAR-TARP mod glutamate slope	AMPAR-TARP mod agonism max-min
> COc1ccc2nc(-c3ccc(OC)c(NC(=O)c4ccccc4Cl)c3)cn2n1
→ i	35	0.059
> COc1cc(C(=O)NCC(c2cccn2C)N2CCCC2)cc(OC)c1OC (configuration not stated)
→ i	82	0.14
> COc1ccc(-c2ccc(=O)n(CCNC(=O)c3ccc(S(=O)(=O)N(C)C)cc3)n2)cc1
→ i	3	0.061
> COc1ccc(C)c2sc(N(CCN3CCOCC3)C(=O)c3ccc([N+](=O)[O-])s3)nc12
→ +	58*	0.27*
> Clc1ccccc1-c1nnc(-c2cc3ccccc3o2)o1
→ i	51	0.12
> COc1cc(OC)c(NC(=O)c2cc(Cl)ccc2Cl)cc1Cl
→ i	34	0.029
> O=C(Nc1nnc(CCS(=O)(=O)c2ccccc2)o1)c1ccco1
→ i	38	0.096
> Fc1ccc(OCCN2CCNCC2)cc1
→ i	26	0.053
> O=C(NCc1ccc2c(c1)OCO2)c1ccc(C2Nc3ccccc3S(=O)(=O)N2)cc1 (configuration not stated)
→ i	50	0.037
> CCc1cccc(C)c1NC(=O)c1nnn(-c2cccc(Cl)c2)c1N
→ i	62	0.13

Carrying on:
Order of values – AMPAR-TARP mod	AMPAR-TARP mod glutamate slope	AMPAR-TARP mod agonism max-min
> COCCn1nnn(-c2ccc(NC(=O)Nc3cccc(Cl)c3)cc2)c1=O
→ i	49	0.12
> COc1ccc(NC(=O)c2ccc(C)c(S(=O)(=O)N3CCCCCC3)c2)c(OC)c1
→ i	54	0.089
> Cc1nc(-c2cccs2)c(CCC(=O)Nc2cccc(Cl)c2C)s1
→ i	69	0.085
> O=C(Nc1nc(CCC(=O)N2CCN(C(=O)c3ccco3)CC2)cs1)c1ccccc1
→ i	56	0.12
> O=C(NCCn1ncc2c(N3CCN(c4ccccc4)CC3)ncnc21)C1COc2ccccc2O1 (configuration not stated)
→ i	56	0.06
> COc1ccccc1/C=C1/SC(=S)N(c2ccc3ccccc3c2)C1=O
→ i	45	0.11
> O=S(=O)(CCCOc1ccc(F)cc1)N1CCCCC1
→ i	62	0.059
> Cc1ccc2nc(-c3ccc(NC(=O)Cn4nc(-c5cccnc5)ccc4=O)cc3)sc2c1
→ i	70	0.074
> Cn1nnc2c(N3CCN(S(=O)(=O)c4ccccc4C(F)(F)F)CC3)ncnc21
→ i	42	0.069
> Cc1cccc(OCC(=O)Nc2ccc(N3CCN(C)CC3)cc2)c1C
→ i	43	0.047

Other results:
Order of values – AMPAR-TARP mod	AMPAR-TARP mod glutamate slope	AMPAR-TARP mod agonism max-min
> O=C(c1ccc(C(F)(F)F)cc1)N1CCC2(CC1)NC(=O)N(CCc1ccccc1)C2=O
→ i	22	0.081
> COc1ccc(S(=O)(=O)N2CCN(c3ccc(Cl)c(Cl)c3)CC2)cc1
→ i	51	0.069
> CCn1c(CO)cnc1SCc1cc(C)ccc1C
→ i	59	0.11
> CC(=O)c1ccc(S(=O)(=O)NCC2CCN(C(=O)NC(C)(C)C)CC2)cc1
→ i	49	0.083
> CC(Oc1c(F)c(F)c(F)c(F)c1F)C(N)=O (configuration not stated)
→ i	44	0.08
> CCSc1ccc(CC(=O)Nc2sc3c(c2C(N)=O)CCN(C(C)=O)C3)cc1
→ i	66	0.096
> CCOC(=O)C(CC)Sc1ccc(NC(=O)c2cccs2)nn1 (configuration not stated)
→ i	43	0.12
> CCCc1nc2c(c(=O)c3ccccc3n2C)c(=O)n1Cc1ccccc1
→ i	24	0.092
> CSc1ccccc1C(=O)N(Cc1ccccn1)Cc1ccco1
→ i	45	0.067
> COc1cccc(C(=O)NCC(c2cccc3ccccc23)N2CCCC2)c1OC (configuration not stated)
→ i	47	0.12

Remaining list, next part
Order of values – AMPAR-TARP mod	AMPAR-TARP mod glutamate slope	AMPAR-TARP mod agonism max-min
> O=C(NCC1CCN(C(=O)/C=C/c2ccco2)CC1)c1ccc2c(c1)OCO2
→ i	28	0.046
> CC(C)Sc1cccc(C(=O)Nc2ccc(S(N)(=O)=O)cc2)c1
→ i	55	0.067
> O=C(Cc1ccc(NC(=O)C2(c3ccccc3)CCOCC2)cc1)N1CCOCC1
→ i	32	0.056
> CC(C)COc1ccc(S(=O)(=O)NCC2(c3cccs3)CCOCC2)cc1
→ i	42	0.13
> COc1ccc(NC(=O)c2ccc(=O)n(Cc3ccccc3Cl)c2)cc1
→ i	54	0.13
> Cc1cc(C)n(CCN2CCN(C(=O)Nc3ccc(Cl)c(Cl)c3)CC2)n1
→ i	73	0.16
> Cc1ccc(S(=O)(=O)N2CCC(C(=O)Nc3ccc(S(N)(=O)=O)cc3)CC2)cc1
→ i	49	0.082
> Cc1noc(C2CN(C(=O)Cc3ccccc3Cl)C2)n1
→ i	51	0.098
> Cc1ccc(NC(=O)C(=O)NCc2c(F)cccc2F)c([N+](=O)[O-])c1
→ i	62	0.1
> Cc1ccc(-n2nnc(C(=O)OCc3nc(-c4ccccc4C)oc3C)c2C)cc1
→ +	73*	0.078*

Next compounds follow.
Order of values – AMPAR-TARP mod	AMPAR-TARP mod glutamate slope	AMPAR-TARP mod agonism max-min
> CC(C)c1cc(=O)n(CC(=O)N2CCN(c3ccccc3)CC2)cn1
→ i	59	0.085
> COc1ccc(NC(=O)Cn2c(C)cc(C)c(S(=O)(=O)c3ccccc3)c2=O)cc1Cl
→ i	71	0.089
> COc1nn(C)cc1C(=O)NCC1CCN(Cc2ccccc2SC)CC1
→ i	38	0.054
> O=C(NCCOc1ccc(-c2ccco2)nn1)c1ccc2c(c1)OCO2
→ i	59	0.032
> CN(c1ccsc1C(=O)Nc1ccc(F)c(Cl)c1)S(=O)(=O)c1ccccc1
→ i	54&101	0.12&0.078
> Cc1ccc2sc(NC(=O)CN3C(=O)c4ccccc4C3=O)nc2c1C
→ i	61	0.057
> O=C(Cc1cccs1)NCC1CCN(C(=O)/C=C/c2ccco2)CC1
→ i	46	0.046
> Cc1ccc(S(=O)(=O)Nc2cc(-c3ccco3)nn2C2CCS(=O)(=O)C2)cc1C (configuration not stated)
→ i	63	0.11
> CCc1ccc(S(=O)(=O)NCC2CCN(C(C)C)CC2)cc1
→ i	64	0.048
> COc1cccc(-c2csc(CN3CCN(C(=O)C4CC4)CC3)n2)c1
→ i	54	0.11

Continuation:
Order of values – AMPAR-TARP mod	AMPAR-TARP mod glutamate slope	AMPAR-TARP mod agonism max-min
> Cn1cccc1C(O)CNC(=O)C(=O)NCCc1ccccc1 (configuration not stated)
→ i	69	0.098
> Cc1ccc(S(=O)(=O)N2CCN(c3ccc(F)cc3)CC2)cc1
→ i	67	0.11
> Cc1ccc(C(=O)OCc2ccc(Br)cc2)cc1NC(=O)C(C)C
→ i	32	0.059
> COc1ccccc1NC(=O)CSc1nccn(-c2ccc(F)cc2)c1=O
→ i	49	0.045

Not all compounds are listed; the hit share may differ from the screen's.
